Assay outcomes (PubChem)
N370S GC mod – qHTS Assay for Inhibitors and Activators of N370S glucocerebrosidase as a Potential Chaperone Treatment of Gaucher Disease; Lysosomal acid glucosylceramidase (Homo sapiens), P04062; N370S GC spleen homogenate, 4MU-glucoside fluorescence; Potency, µM (top dose mostly 59.4 µM), inactives show top-dose activity change, negative = inhibition, usual class: inhibitors; hit rate 0.092% among 330,000; AID 2101, 2009;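 further: 0% = full enzyme activity and -100% = no enzyme basal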
FEN1 inhibitor – qHTS Assay for the Inhibitors of Human Flap endonuclease 1 (FEN1); hit rate 0.35% among 390,000; P39748; Recombinant FEN1 flap cleavage, fluorescence, 15 min; Potency, µM (titrated, usually from 114 µM), inactives show at the top dose activity change, negative = inhibition, usual class: inhibitors; further: nearly all actives have a fitted effect of over 65% in size
Target sequence (P39748 whole entry, looked up): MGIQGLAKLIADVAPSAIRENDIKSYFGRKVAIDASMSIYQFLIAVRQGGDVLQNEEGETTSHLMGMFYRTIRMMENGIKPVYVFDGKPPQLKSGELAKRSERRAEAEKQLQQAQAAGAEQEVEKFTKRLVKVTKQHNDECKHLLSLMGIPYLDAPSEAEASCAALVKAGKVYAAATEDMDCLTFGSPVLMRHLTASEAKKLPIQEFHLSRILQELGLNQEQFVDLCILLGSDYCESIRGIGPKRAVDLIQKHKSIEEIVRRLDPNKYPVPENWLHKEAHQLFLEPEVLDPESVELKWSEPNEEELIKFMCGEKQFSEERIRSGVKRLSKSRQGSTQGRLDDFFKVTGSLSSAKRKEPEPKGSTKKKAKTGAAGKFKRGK
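Enzyme 10 nM, 15 min RT preincubation with compound; start with substrate 50 nM final; reads at 0 and 15 min; qHTS titration, four-parameter Hill fit.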
GCN5L2 inh – qHTS Assay for Inhibitors of GCN5L2; Potency, µM (doses to about 58.9 µM), inactives show at the highest dose activity change, negative = inhibition, usual class: inhibitors; GCN5L2 HAT assay, ThioGlo1 CoA-SH fluorescence; AID 504327, 2011; Histone acetyltransferase KAT2A (Homo sapiens), Q92830; hit rate 0.21% among 390,000
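GCN5L2 (20nM final) in 50mM HEPES, 0.1mM EDTA pH 7.5, 0.01% Tween-20 was preincubated 15 min at room temperature with compound, then given ThioGlo1 (50uM), H3(1-25) peptide (75uM) and acetyl-CoA (70uM); CoA-thiol fluorescence (Ex340/Em540) was read at 0 and 20 min.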
The depositor's hits bear a star; ? = inconclusive; / = not tested or not shown. The call rests on the fitted dose curve; in most records, active means well fitted curve in the direction sought with a large enough effect; inconclusive means small, poorly fitted or top-dose-only effect, or another doubt; inactive means no such curve, though single readings can be large; an effect the other way counts as inactive or inconclusive. Unless noted, on the % scale 0 is the no-effect control and ±100 the full control effect; potency means the concentration at half of the fitted maximal effect. These rows are one share of the data; rates above refer to the full screens.

N370S GC mod	FEN1 inhibitor	GCN5L2 inh	Structure
/	8%	-3%	COc1ccc(C(CNC(=O)c2oc3ccc(C)cc3c2C)N2CCOCC2)cc1 (stereo not given)
1%	-4%	1%	Cc1nccn1CC(O)COC1CCCCC1 (stereo not given)
/	12%	0%	CC(=O)Nc1ccc(S(=O)(=O)NC2=NCN(C(C)C)CN2)cc1
-3%	2%	-3%	COc1cc(OC)cc(C(=O)NCc2cccnc2)c1
1%	-5%	-2%	CC(C)CCN1CCN(Cc2ccc(C#CC(C)(C)O)s2)CC1CCO (stereo not given)
-9%	-28%	-9%	Cc1onc(-c2ccccc2Cl)c1C(=O)N1CCC(Cc2ccccc2)CC1
19%	1%	-9%	N#C/C(=C(\O)Cc1ccccc1)c1nc2ccccc2[nH]1
-1%	4%	0%	Cc1ccc(S(=O)(=O)NCc2ccncc2)cc1
-2%	-9%	-3%	O=C(NCC1CCCO1)C1CCN(S(=O)(=O)c2cc(Cl)ccc2Cl)CC1 (stereo not given)
/	-2%	3%	COc1ccc2c(c1)c(=O)c(C(=O)c1ccc(Cl)cc1)cn2CC(=O)Nc1ccc2c(c1)OCO2
3%	9%	-1%	CCCNC(=O)c1ccc2c(c1)S(=O)(=O)c1ccccc1C2=O
/	18%	-3%	CC(CCc1ccccc1)NC(=O)COC(=O)C(CCC(N)=O)NC(=O)c1ccc(F)cc1 (stereo not given)
/	4%	5%	O=C(COC(=O)CNC(=O)C1CCCCC1)Nc1ccccc1Cl
16%	-11%	-18%	Cc1c(C)n(C)c2ccc(C(=O)Nc3cccc4ccccc34)cc12
-17%	-5%	-5%	N#CC(=C=[N-])c1nc2ccccc2nc1-[n+]1cccc(NC(=O)c2cccs2)c1
19%	/	1%	Cc1ccc(N2C(=O)CC(N3CCN(C)CC3)C2=O)cc1 (stereo not given)
5%	-2%	-3%	CC(C)CCN1C(=O)c2ccc(C(=O)Nc3c[nH]c(=O)[nH]c3=O)cc2C1=O
/	-3%	2%	CCCn1c(SCC(=O)N(C)C2CCS(=O)(=O)C2)nc2sc3c(c2c1=O)CCC3 (stereo not given)
-2%	1%	0%	COc1ccc(-n2c(=O)[nH]cc(C(=O)Nc3ccc4c(c3)OCO4)c2=O)cc1OC
8%	-1%	?	Cc1cc2nc(CCl)cc(=O)n2[nH]1
4%	-12%	-8%	CCOC(=O)C1(CCCc2ccccc2)CCN(Cc2cnc(C)s2)CC1
/	-1%	14%	O=C(Cc1ccc(Cl)cc1)NCCc1csc2nc(-c3ccccc3F)nn12
14%	0%	-1%	CCN1CCN(CC(=O)Nc2cccc(C)c2C)C(=O)C1=O
-2%	-5%	-16%	CCC(C)[C@H](NC(=O)[C@@H]1CSC2c3ccccc3C(=O)N21)C(=O)NCC1CCCO1 (stereo not given in full)
0%	7%	1%	COc1ccc(OCCCC(=O)NNC(=O)c2ccncc2)cc1
5%	-4%	-3%	COc1cccc(C2C(C#N)=C(N)Oc3cc(C)n(Cc4ccccn4)c(=O)c32)c1OC (stereo not given)
/	-7%	-6%	O=C(c1ccc(Cl)cc1)N1CCC(C(=O)N2CCN(c3ncccn3)CC2)CC1
22%	0%	-27%	CC1(C)CC(N2CCCC2)=CC(=[N+]2CCCCCC2)C1
22%	10%	-2%	CCC(C)N(C)C1CCN(C(=S)Nc2cccc(SC)c2)CC1 (stereo not given)
6%	-8%	-1%	COc1ccccc1NC(=O)CSc1nc(N)c(C#N)cc1C#N
13%	-3%	2%	CCc1cc2c(=O)n(C(C)C(=O)OC3CCCCC3)cnc2s1 (stereo not given)
-2%	1%	-11%	c1ccc(Cc2nnc3n2CCCCC3)cc1
/	-3%	-23%	COc1ccc(NC(=O)CSc2nc(-c3ccccc3)nc3cc(=O)[nH]n23)cc1
2%	4%	-9%	CC(C)n1c(N2CCN(C(=O)N3CCCCC3)CC2)nc2ccccc21
0%	0%	-6%	Brc1csc2ncccc12
8%	5%	-3%	CC(C)c1[nH]nc2c1C(c1cccnc1)C(C#N)=C(N)O2 (stereo not given)
14%	-20%	-30%	CN(C)c1cccc(C(=O)Nc2cccc(F)c2)c1
16%	0%	-18%	CCCCN=C1CC(C)(C)CC(=O)/C1=C(/O)CCCN1C(=O)c2ccccc2C1=O
-7%	0%	0%	O=C(CSc1nc2ccccc2[nH]1)NCCCn1ccnc1
-6%	-15%	-5%	COc1ccc(-c2nnn(CC(=O)OC3CCCCC3)n2)cc1OC
3%	-22%	0%	COc1ccccc1/C=C1/C(=O)N(c2ccc([N+](=O)[O-])cc2)N=C1C
-5%	-16%	-3%	COc1ccc(CNC(=O)CSc2ncnc3ccccc23)cc1OC
/	9%	-8%	CCCN(CC(=O)Nc1ccc(F)c(F)c1F)C(=O)Cc1ccc(S(=O)(=O)N2CCOCC2)s1
17%	-6%	-5%	COc1ccc(C2NCCn3cccc32)cc1 (stereo not given)
-12%	50µM*	?	CN(CCC#N)C(=O)COC(=O)c1c2c(nc3ccccc13)/C(=C/c1ccco1)CC2
/	19%	1%	COCCCNC(=O)CN1C(=O)c2cccnc2Sc2ccccc21
-5%	-11%	?	COc1ccc(C(=O)C2CCCN(Cc3cccn3-c3nccs3)C2)cc1F (stereo not given)
3%	-14%	-1%	O=C(CC1C(=O)NCCN1Cc1c(F)cccc1Cl)NCCCn1ccnc1 (stereo not given)
-3%	-3%	2%	CC1CCN(C(=O)COC(=O)C2CCN(S(=O)(=O)c3c(Cl)cccc3Cl)CC2)CC1
/	21%	-1%	CC1CCN(C(=O)CN2C(=O)C(=O)N(C)C2=O)c2ccccc2S1 (stereo not given)
-20%	-17%	-5%	CN(C[C@@H](CC1CCCCC1)N(C[C@H](Cc1ccccc1)N(CCc1ccccc1)N=O)N=O)N=O
/	-19%	-11%	CCOc1ccc(N2CC(c3nc4ccccc4n3Cc3cccc(C)c3)CC2=O)cc1 (stereo not given)
?	-7%	-9%	CCCCc1ccc(C2C3=C(CC(C)(C)CC3=O)NC3=C2C(=O)c2ccccc23)cc1 (stereo not given)
/	11%	2%	O=C1OC[C@@H]2CCCN2C(=O)[C@H](CC(=O)N(CCO)Cc2ccccc2)C/C=C\CC[C@H]1Cc1ccc(F)cc1
-15%	-15%	-4%	N#Cc1cccc(NC(=O)Cn2cnc(S(=O)(=O)N3CCOCC3)c2)c1
/	21%	0%	COc1ccc(-c2noc(CNC(=O)c3ccco3)n2)cc1
9%	-16%	1%	Cn1c(N)c(C#N)c(C#N)c1-c1ccccc1
-2%	0%	-11%	Cc1c(N2C(=O)C(C)SC23C(=O)Nc2ccccc23)c(=O)n(-c2ccccc2)n1C (stereo not given)
-22%	-16%	0%	CSc1ncccc1C(=O)N(C)CC(=O)Nc1cccc(F)c1
-18%	-6%	-26%	COc1ccc(-c2csc3ncnc(N4CCN(S(=O)(=O)c5ccc(C)cc5)CC4)c23)cc1

Two compounds picked at random from those above:
N370S GC mod	FEN1 inhibitor	GCN5L2 inh	Structure
-9%	-28%	-9%	Cc1onc(-c2ccccc2Cl)c1C(=O)N1CCC(Cc2ccccc2)CC1
13%	-3%	2%	CCc1cc2c(=O)n(C(C)C(=O)OC3CCCCC3)cnc2s1 (stereo not given)

New compounds follow:
N370S GC mod	FEN1 inhibitor	GCN5L2 inh	Structure
?	-5%	-4%	Cc1ccc(OCC(=O)N(Cc2ccccc2)c2ccccn2)cc1
8%	-10%	1%	O=C(COc1cccc(-n2cnnn2)c1)Nc1ccc([N+](=O)[O-])cc1
9%	-2%	2%	O=C(CNC(=O)c1ccccc1)NCC(=O)OCc1ccccc1Cl
/	5%	-17%	CCc1ccc(NC(=O)CSC2=Nc3ccccc3C3=NC(CC(=O)NCc4ccccc4)C(=O)N23)cc1 (stereo not given)
-1%	0%	-2%	CC[C@H](C)[C@H](NC(N)=O)C(=O)NNC(=O)c1ccc(COc2cccc3cccnc23)cc1
0%	17%	3%	COc1cc(C(=O)N=c2sc3c(C)ccc(OC)c3n2C)cc(OC)c1OC
/	4%	15%	COCCCNC(=O)C1CCC(Cn2c(=O)c3sccc3n(C)c2=O)CC1 (stereo not given)
-3%	10%	-2%	Cc1cccc(N2CCN(C(=O)CN3C(=O)NC4(CCCCCC4)C3=O)CC2)c1C
7%	-5%	-16%	CCOC(=O)COc1ccccc1/C=N\NC(=O)c1cc2c(ccc3ccccc32)o1
/	-12%	7%	Cc1ccc(OCc2cc(=O)n3cc(C)sc3n2)c(C)c1
/	-15%	-12%	CCOc1cc2c(cc1OCC)CN(CC(=O)Nc1ccccc1C(=O)NC1CC1)CC2
/	18%	-1%	CCOC(=O)C1CCN(C(=O)CSc2n[nH]c(-c3ccc(F)cc3)n2)CC1
4%	-4%	0%	COc1cccc2cc(C(=O)N(Cc3ccccc3)CC3CCCO3)c(=O)oc12 (stereo not given)
/	12%	-6%	CCNC(=O)c1ccc2c(c1)sc1nc(-c3cccc(OC)c3)cn12
3%	-1%	-11%	CCCC(C)C(=O)Nc1ccc(NC(C)=O)cc1 (stereo not given)
3%	-11%	0%	Cc1nc([N+](=O)[O-])cn1CC(O)c1ccc(-c2ccccc2)cc1 (stereo not given)
0%	-17%	-7%	CCn1c(N)c(C(=O)NC2CCCCC2)sc1=S
?	-2%	-8%	Cc1ccccc1NC(=O)CCCSc1nc2ccccc2s1
2%	11%	13%	O=C(N/N=C/c1ccc[nH]1)c1c[nH]c2ccccc12
6%	-14%	-15%	COc1ccc(-n2c(CN3CCN(c4ccc(F)cc4)CC3)nc3ccc([N+](=O)[O-])cc3c2=O)c(OC)c1

In another format: results already given
Structure | N370S GC mod | FEN1 inhibitor | GCN5L2 inh
Cn1c(N)c(C#N)c(C#N)c1-c1ccccc1 | 9% | -16% | 1%
Cc1c(N2C(=O)C(C)SC23C(=O)Nc2ccccc23)c(=O)n(-c2ccccc2)n1C (stereo not given) | -2% | 0% | -11%
CSc1ncccc1C(=O)N(C)CC(=O)Nc1cccc(F)c1 | -22% | -16% | 0%
COc1ccc(-c2csc3ncnc(N4CCN(S(=O)(=O)c5ccc(C)cc5)CC4)c23)cc1 | -18% | -6% | -26%
Cc1ccc(OCC(=O)N(Cc2ccccc2)c2ccccn2)cc1 | ? | -5% | -4%
O=C(COc1cccc(-n2cnnn2)c1)Nc1ccc([N+](=O)[O-])cc1 | 8% | -10% | 1%

Entries listed so far that bear a hit mark in FEN1 inhibitor.
N370S GC mod	FEN1 inhibitor	GCN5L2 inh	Structure
-12%	50µM*	?	CN(CCC#N)C(=O)COC(=O)c1c2c(nc3ccccc13)/C(=C/c1ccco1)CC2
